# Sm TGR block: inhibitors of Schistosoma mansoni thioredoxin glutathione reductase | Q962Y6 | purified TGR, DTNB reduction, TNB absorbance 405 nm | Potency, µM (titrated, usually from 114 µM), for the others: at the highest dose activity change, negative = inhibition, most hits filed as inhibitors | 3% of 360,000 active; also: potency is read from the fitted curve at half-maximal effect; nearly all actives have a fitted effect of over 60% in size
#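 TGR 20 nM + NADPH 100 uM (dispensed conc.), cpd preinc 15 min RT; start with NADPH (500 uM addition) then DTNB (15 mM addition). Kinetic TNB absorbance, 405 nm filter. Four-parameter Hill fit across titration.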
# AmpC detergent: blocks E. coli AmpC beta-lactamase in detergent assay. P00811. AmpC hydrolysis of nitrocefin, absorbance 480 nm, 0.01% Triton. Potency, µM (doses to about 114 µM), inactives show at the highest dose activity change, negative = inhibition, actives largely listed as inhibitors. 0.041% of 370,000 active;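 also: potency is read from the fitted curve at half-maximal effect; 0% = no-compound wells and -100% = no-enzyme wells; nearly all actives have a fitted effect of over 25% in size; some results filed as inactive show a strong effect at the top dose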
# Target sequence (P00811 whole entry, looked up): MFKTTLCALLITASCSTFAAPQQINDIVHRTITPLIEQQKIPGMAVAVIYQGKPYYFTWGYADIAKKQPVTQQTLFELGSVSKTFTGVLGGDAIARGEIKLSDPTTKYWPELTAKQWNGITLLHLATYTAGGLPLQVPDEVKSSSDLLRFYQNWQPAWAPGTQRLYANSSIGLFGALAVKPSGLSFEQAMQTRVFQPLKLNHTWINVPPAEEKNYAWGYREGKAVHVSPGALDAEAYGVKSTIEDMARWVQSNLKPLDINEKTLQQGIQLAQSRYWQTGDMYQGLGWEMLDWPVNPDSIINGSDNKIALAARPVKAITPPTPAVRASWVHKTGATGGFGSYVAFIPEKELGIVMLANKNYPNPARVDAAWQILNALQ
#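 AmpC (5.3 nM in the dispensed reagent) in 20 mM phosphate pH 7.0 with 0.01% (detergent screen) or 0.0001% Triton X-100 was preincubated with compounds for 15 min at room temperature. Nitrocefin was then added from an 800 uM solution, and hydrolysis was followed at 480 nm.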
# HCV inhibitor: blocks hepatitis C virus; Huh7.5.1 HCVcc-Cre infection, luciferase reporter, 44 h; Potency, µM (series often up to 41.8 µM), without a hit: at the top dose activity change, negative = inhibition, actives largely listed as inhibitors; 3.4% of 340,000 active; AID 651820; also: potency is read from the fitted curve at half-maximal effect
#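 Reporter virus HCVcc-Cre (~0.5 moi) infects cells exposed to compound; seeding density 1,000 cells/well with 4 h settling beforehand. Luminescence, 15 sec read, taken 44 h post-infection following a 15 min RT substrate incubation.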
# Giardia FBPA inh: inhibitors of Giardia lamblia fructose-1,6-bisphosphate aldolase; A8B2U2; purified Giardia FBPA; Potency, µM (series often up to 59.6 µM), without a hit: at the top dose activity, negative = inhibition, usual class: inhibitors; 0.71% of 290,000 active; also: potency is read from the fitted curve at half-maximal effect; nearly all actives have a fitted effect of over 55% in size
# Target sequence (A8B2U2 whole entry, looked up): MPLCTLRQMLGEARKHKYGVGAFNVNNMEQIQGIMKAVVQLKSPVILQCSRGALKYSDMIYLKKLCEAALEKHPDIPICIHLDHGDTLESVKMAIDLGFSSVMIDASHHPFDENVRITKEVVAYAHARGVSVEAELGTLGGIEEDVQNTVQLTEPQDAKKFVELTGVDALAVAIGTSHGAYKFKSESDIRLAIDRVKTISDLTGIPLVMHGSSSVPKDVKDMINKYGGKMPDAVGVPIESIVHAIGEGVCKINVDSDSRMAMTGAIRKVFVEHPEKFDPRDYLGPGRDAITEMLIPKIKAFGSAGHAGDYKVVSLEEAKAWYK
#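 40 nM FBPA preincubated 10 min at RT with compound (up to 57.5 uM final), then substrate plus GAPDH/TPI/NAD/arsenate coupling and diaphorase/resazurin added. Fluorescence read after 20 min at RT, 525/598 nm.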
# AmpC inh no detg: inhibitors of E. coli AmpC beta-lactamase without detergent | P00811 | AmpC nitrocefin hydrolysis, absorbance 480 nm, 0.0001% Triton | Potency, µM (highest dose often 57.1 µM), inactives show at the top dose activity change, negative = inhibition, most hits filed as inhibitors | 0.52% of 330,000 active;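 also: potency is read from the fitted curve at half-maximal effect; plate controls were no compound for no effect and no enzyme for full effect; nearly all actives have a fitted effect of over 20% in size; some results filed as inactive show a strong effect at the top dose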
#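 AmpC (5.3 nM in the dispensed reagent) in 20 mM phosphate pH 7.0 with 0.01% (detergent screen) or 0.0001% Triton X-100 was preincubated with compounds for 15 min at room temperature. Nitrocefin was then added from an 800 uM solution, and hydrolysis was followed at 480 nm.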
# HCMV inh: blocks human cytomegalovirus replication; HFF cells, HCMV-luciferase reporter, 72 h; stronger effect = lower value; activity change, negative = inhibition, % at 57.5 µM; 4.5% of 410,000 active; in the data active = activity change below about -60%; inconclusive = no clear call, values can overlap the other calls; inactive = above about -39%
#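 Two compound doses tested in HFFs infected with HCMV-luciferase, MOI 1 PFU/cell, 72 h at 37C. Lysate luminescence read with OneGlo; data normalized against buffer-only and 10uM Salinomycin inhibitor controls.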
# * = called active by the depositor; ? = inconclusive; · = not tested or not shown; & = joins results of further samples; ! = not confirmed by another sample; [ ] = dose if it differs, or a comment. Unless noted, calls follow the shape of the dose curve; as a rule, active = well fitted curve in the direction sought with a large enough effect; inconclusive = small, poorly fitted or top-dose-only effect, or another doubt; inactive = no such curve, though single readings can be large; an effect the other way counts as inactive or inconclusive. Unless noted, % is scaled to controls: 0 for no effect and ±100 for the full control effect.
SMILES,Sm TGR block,AmpC detergent,HCV inhibitor,Giardia FBPA inh,AmpC inh no detg,HCMV inh
CCCCNC(=O)Cn1cnc2sc(C)c(S(=O)(=O)N3CCN(c4ncccn4)CC3)c2c1=O,0%,4%,2%,7%,-3%,-9
CN(CC(=O)Nc1ccc(Cl)c(C(F)(F)F)c1)C(=O)C1CC(=O)N(Cc2ccco2)C1 (stereo unspecified),-30%,6%,0%,·,146%[activator],-90*
C=CCn1c(SCC(=O)Nc2nc(C)cs2)nnc1C(NC(=O)c1ccccc1)C(C)C (stereo unspecified),-20%,8%,?,-3%,-1%,-8
Cn1c(O)c(C=NCCCCCCCCCCC(=O)O)c(=O)n(C)c1=O,5%,1%,5%,4%,-11%,34
CCCSc1nc(C)c(CC(=O)O)c(=O)[nH]1,-10%,?,17%,0%,-16%,6
Cc1nc(SCC(=O)N2CCC(C(N)=O)CC2)n[nH]1,2%,-5%,13%,-4%,-9%,-17
CC(=O)Nc1ccc2c(c1)CC1(C(=O)N(C)C(=O)N(C)C1=O)C1CCCN21 (stereo unspecified),45µM*,-1%,17%,?,24%,-11
O=C(CCNS(=O)(=O)c1ccc(Br)s1)NC1CCCC1,2%,?,·,7%,-20%,2
Clc1cccc(CN2CCN(c3nc4nonc4nc3NC3CC3)CC2)c1,-20%,-5%,-10%,11%,61%[activator],-8
CCc1nn2c(=O)cc(COC(=O)c3cc(Cl)c(OC)c(OC)c3)nc2s1,-10%,?,?,·,83%[activator],66
S=C(Nc1ccccc1)Nc1cc(Cl)ccc1Oc1ccccc1,0%,?,3%,-9%,-23%,-29
CC(=NNC(=O)c1cc(C)oc1C)c1ccc(Br)s1,·,·,7%,·,-8%,-6
COC(=O)CN(c1ccccc1OC)S(=O)(=O)c1ccccc1,-1%,-10%,3%,6%,-44%,73
CCC(C)n1cnc2c(c1=O)c1nc3ccccc3nc1n2Cc1ccc2c(c1)OCO2 (stereo unspecified),5%,-8%,·,4%,-9%,·
O=S(=O)(Nc1ccc(F)c(Cl)c1)c1ccc(Br)s1,-33%,1%,·,·,·,?
O=C1CC(SC(=Nc2ccccc2)Nc2ccccc2)C(=O)N1c1ccc(Cl)c(Cl)c1 (stereo unspecified),-16%,?,?,-7%,?,-20
O=C(CC1C(=O)NCCN1Cc1cccc(F)c1)NC1CCCCC1 (stereo unspecified),35µM*,2%,25%,·,-3%,-9
Cc1ccc(NC(=O)CCc2nc3sc4c(c3c(=O)[nH]2)CCCC4)c(Br)c1,-2%,-8%,13%,·,-21%,·
Cn1c(=O)[nH]c(=O)c2c1nc(SCCO)n2Cc1ccccc1Cl,3%,-1%,3%,-3%,-6%,168
COc1ccccc1NC(=O)Cc1nnc(SCC(=O)NC2=NCCS2)n1C,7%,-11%,29%,-5%,-25%,14
CC(C)CN1C(=O)NC(NC(=O)c2cccnc2)(C(F)(F)F)C1=O (stereo unspecified),1%,-10%,-9%,7%,-4%,69
NC(=O)c1oc2ccccc2c1NC(=O)c1ccc(F)cc1,3%,-15%,?,1%,-15%,83
COc1cc(Cl)c(C)cc1NC(=O)CN1CCCCCC1,0%,-3%,9%,1%,-11%,-38
Fc1cccc(Cn2ccc(-c3ccc4c(c3)OCO4)n2)c1,1%,-9%,-21%,-5%,-21%,40
C[C@H](CO)N1C[C@H](C)[C@@H](CN(C)C(=O)Nc2ccc(C(F)(F)F)cc2)Oc2c(NS(=O)(=O)c3ccc(F)cc3)cccc2C1=O,·,·,48%[activator],·,203%[activator],9

# Reprinted from the part before: six entries, then new ones.
SMILES,Sm TGR block,AmpC detergent,HCV inhibitor,Giardia FBPA inh,AmpC inh no detg,HCMV inh
COc1ccccc1NC(=O)Cc1nnc(SCC(=O)NC2=NCCS2)n1C,7%,-11%,29%,-5%,-25%,14
CC(C)CN1C(=O)NC(NC(=O)c2cccnc2)(C(F)(F)F)C1=O (stereo unspecified),1%,-10%,-9%,7%,-4%,69
NC(=O)c1oc2ccccc2c1NC(=O)c1ccc(F)cc1,3%,-15%,?,1%,-15%,83
COc1cc(Cl)c(C)cc1NC(=O)CN1CCCCCC1,0%,-3%,9%,1%,-11%,-38
Fc1cccc(Cn2ccc(-c3ccc4c(c3)OCO4)n2)c1,1%,-9%,-21%,-5%,-21%,40
C[C@H](CO)N1C[C@H](C)[C@@H](CN(C)C(=O)Nc2ccc(C(F)(F)F)cc2)Oc2c(NS(=O)(=O)c3ccc(F)cc3)cccc2C1=O,·,·,48%[activator],·,203%[activator],9
Cc1cc(NC(=O)C(C)C)ncc1NC(=O)c1ccco1,-6%,-12%,·,-3%,79%,20
Cc1cc(C(=O)NNC(=O)COc2c(C)cc(Br)cc2C)n[nH]1,4%,4%,1%,·,-11%,19
COc1cc(N(C)C)c([N+](=O)[O-])cc1C(=O)N1CCN(Cc2ccccc2)CC1,-16%,1%,-18%,0%,90%[activator],-8
CCCCOC(=O)Cn1c(=O)n(CC(=O)OCCCC)c2ccccc21,-30%,?,4%,6%,18%,-16
CCN(CC(=O)Nc1ccc2c(c1)OCCO2)C(=O)/C=C/c1ccc(OC)c(OC)c1,-2%,-10%,-6%,·,-24%,21
COc1ccc2[nH]c3c(c2c1)CCN=C3C,-19%,?,2.8µM*,-10%[21.7 µM],-17%,-92*
CCOc1ccc(OCCOCCn2c(-c3ccc(Cl)cc3)nc3ccccc3c2=O)cc1,-2%,4%,·,·,·,5
O=C(O)C[C@]1(C(=O)Nc2ccc(F)cc2)CC(/C=C/c2ccccc2)=NO1,8%,0%,4%,10%,-7%,-12
Cc1ccc(-c2nn[nH]n2)cc1Cl,46%[activator],-7%,10%,15%,-27%,32
CCC(C(=O)NCCCN1CCN(C)CC1)n1nc(C)c2sc3ccccc3c2c1=O (stereo unspecified),-2%,4%,-7%,9%,46%,-6
C/C(=N/OC(=O)c1c(-c2c(F)cccc2Cl)noc1C)c1cnccn1,-4%,2%,1%,4%,40%,-27
COc1ccc(-c2cn[nH]c2-c2ccc(O)cc2O)cc1,15%,1%,-10%,8%,-37%,-88*
Cc1csc(NC(=O)NC2(C(F)(F)F)Oc3ccccc3O2)n1,?,2%,?,-3%,-16%,1
C/C(=C\C(=O)c1ccccc1)NCc1ccc(F)cc1,5%,2%,?,-1%,-19%,13
CCc1ccc(-c2nnn(Cc3nn[nH]n3)n2)cc1,9%,?,14%,-30%,-15%,63
CCC(CO)(C(=O)OC1CC2CCC(C1)N2C)c1ccccc1 (stereo unspecified),-17%,-1%,16%,-18%,3%,49
CC1CCc2nn(CC(=O)N3CCc4ccccc43)cc2C1 (stereo unspecified),0%,-13%,12%,-1%,-7%,44
COc1ccc(-c2nc3ccccc3n2OC(C)C(=O)O)cc1 (stereo unspecified),18%,6%,0%,-11%,-12%,-12
COc1ccc(CC(=O)NNC(=O)c2cnccn2)cc1,6%,-3%,10%,-2%,-18%,11
CCOC(=O)C(C)Oc1cc(Cl)c(C=O)cc1OC (stereo unspecified),-9%,-2%,-2%,-11%,1%[2.29 µM],-17
COc1ccc(-c2cc3nc(C)cc(NCCO)n3n2)cc1,17%,7%,-14%,-18%,-6%,-7
Cc1cc(NS(=O)(=O)c2ccc(NC(=O)c3cc(-c4ccccc4Cl)nc4ccccc34)cc2)no1,-1%,-8%,36%[activator],-5%,-45%,42
O=C(CN1CCN(S(=O)(=O)c2ccc(F)c(F)c2)CC1)Nc1ccccc1C(=O)NC1CC1,-2%,7%,?,·,-14%,33
COc1ccc(NC(=O)Cn2c(=O)n(CCC(=O)NCC3CCCO3)c(=O)c3cc(OC)c(OC)cc32)cc1 (stereo unspecified),-1%&4%,-12%&11%,3%,-7%,6%,-14&4
COCCN(C(=O)C1CCC1)c1c(N)n(CC(C)C)c(=O)[nH]c1=O,-22%,-1%,14%,·,-8%,-5

# (cont.)
SMILES,Sm TGR block,AmpC detergent,HCV inhibitor,Giardia FBPA inh,AmpC inh no detg,HCMV inh
CCOC(=O)[C@@H]1[C@H]2COc3ccccc3[C@@H]2N2C(=O)N(c3ccc(Cl)cc3)C(=O)[C@]12C,1%,-6%,?,-2%,6%,11
O=C(CN1C(=O)COc2ccc(Cl)cc21)Nc1ccc2c(c1)OCCO2,6%,?,0%,5%,-27%,-16
Cc1nc([N+](=O)[O-])cn1CC(=O)c1ccc(F)cc1,5%,5%,6%,1%,-13%,·
O=C(NCCCN1CCCC1)c1ccc2c(c1)N(Cc1ccc(F)cc1)C(=O)c1ccccc1S2=O (stereo unspecified),-25%,?,?,-15%,100%[activator],?
COc1ccc2[nH]c(C(=O)N/N=C/c3cc(OC)c(OC)c(OC)c3)cc2c1,-10%,-12%,?,-1%,83%[activator],?
COc1ccc(C(=O)N2CCCC2)cc1,0%[11.4 µM],4%,·,2%,-14%,-8
CC1(C)Cc2cccc(OCC(=O)NCCc3ccccc3)c2O1,2%,0%,?,·,2%,21
O=C(NCc1nnc(SCC(=O)N2CCc3ccccc32)o1)c1cccs1,-1%,-8%,1%,4%,-29%,-27
Cc1cnc(C(=O)OCC(=O)c2cccc3ccccc23)cn1,-31%,?,22%,·,-26%,-16
COc1ccc(CCNCCC(=O)Nc2c(C)cc(C)cc2C)cc1OC,-8%,-6%,23%,-8%,-13%,-22
Cc1c(C)n(C)c2ccc(C(=O)Nc3cccc4ccccc34)cc12,3%,-8%,?,-18%,-54%,38
COc1cc(-c2nc3ccc(C)cn3c2NCc2ccccc2)ccc1-c1cccc(Cl)c1,·,·,?,·,-49%,-16
Cn1cc(Cl)c(C(=O)Nc2nc3ccc([N+](=O)[O-])cc3s2)n1,-11%,2%,15%,0%,-13%,-16
O=C(COC(=O)C1CC(=O)N(Cc2ccccc2)C1)c1ccc(F)cc1 (stereo unspecified),-1%,7%,6%,2%,33%,10
O=C(COC(=O)c1ccncc1)NCCCc1ccccc1,-8%,-13%,17%,-11%,134%[activator],-22
CCCCS(=O)(=O)N1CN(S(=O)(=O)CCCC)C2NC(=O)NC21 (stereo unspecified),35µM*,2%,13%,13%,11%,20
CCc1ccc(S(=O)(=O)c2cn(C)c3cc(N4CCCC4)c(F)cc3c2=O)cc1,-1%,10%,·,·,·,0
O=C(NCCCc1ccc(F)cc1)C1CCC(=O)N(CCN2CCOCC2)C1 (stereo unspecified),-19%,-11%,16%,8%,2%,29
CCCCn1nnc(NC(=O)c2ccc(-c3ccccc3[N+](=O)[O-])o2)n1,-10%,?,?,-10%,-1%[2.29 µM],-35
Cc1c(C(=O)O)cccc1-n1c(C)cc(/C=N/NC(=O)c2cc3ccccc3o2)c1C,-11%,-1%,0%,-3%,-51%,-19
Cn1nnnc1SCC(=O)Nc1ccccc1N1CCCCC1,0%,1%,-19%,0%,-3%,-17
Cc1ccccc1C(=O)NNc1ncnc2c1cnn2C,3%,-11%,?,-19%,-15%,3
Cc1ccc(Cl)cc1N1CCN(C(=O)c2cc3c(=O)[nH]c4ccccc4c3n2C)CC1,6%,4%,8.9µM*!,-9%,45%,-95*
